Compound activity (PubChem)
MgcRacGAP inhibition = MgcRacGAP GTPase-activating activity inhibitors, confirmation, biochemical, ADP Hunter fluorescence; MgcRacGAP-stimulated Rac1 GTP hydrolysis, ADP Hunter fluorescence; higher % means a stronger effect; GST-tagged Rac1 F28L mutant substrate; inhibition, % at 30 µM; hits with a dose series show IC50 in µM; 340,000 tested, 0.6% active;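 active = first-screen hits whose inhibition reached a set limit at any dose in the follow-up dose series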;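 note: fluorescence reports GDP produced by GAP-driven GTP hydrolysis; strong numbers were not always called active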
GPR55 LPI antagonism = GPR55 antagonists blocking LPI-driven arrestin recruitment, primary screen, imaging, U2OS, beta-arrestin-GFP, LPI agonist (AID 2013) | U2OS GPR55 beta-arrestin-GFP translocation imaging, LPI antagonism; higher % means a stronger effect | inhibition, % at 10 µM, or IC50 in µM where a hit was titrated | 290,000 tested, 0.13% active;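 active = spots per cell inhibited over 60%, with over 100 cells counted and total cytoplasm intensity under 500,000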;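 note: U2OS cells stably carrying GPR55 and arrestin-GFP stimulated by 5 µM LPI near EC80; imaged beta-arrestin-GFP aggregate spots per cell after agonist stimulation; plate controls were LPI-stimulated DMSO wells for no effect and DMSO wells without LPI for full effect; some results filed as inactive read as strong as hits; confirmed hits need IC50 under 10 µM and bright autofluorescent wells are also inconclusive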
K1F lysis inhibition = protection from phage-mediated lysis, alamar blue read-out – E. coli UTI89, K1F phage, bacterial capsule biogenesis inhibitors (AID 488966); E. coli UTI89 K1F phage lysis, alamar blue, 2 h; higher % means a stronger effect; one-dose inhibition, % at 100 µM; IC50 in µM for titrated hits; 340,000 tested, 0.02% active;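 active = phage lysis inhibition, versus mean bacterial control, above a set limit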;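 note: capsule biogenesis inhibitors block K1F phage lysis so surviving cells raise fluorescence; higher fluorescence means more inhibition of phage lysis; actives were called in the ten point dose series up to 300 µM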
KOR beta-arrestin-1 = kappa opioid receptor activators – cell-based, luminescence, uHTS, primary screen (AID 1777) | KOR beta-arrestin recruitment, luminescence; higher % means a stronger effect | activation, % at 10 µM; hits with a dose series show EC50 in µM | 280,000 tested, 0.02% active; in the data active = activation above about 50%, passing the limit was not always enough; note: a part of the inactive calls stands beside numbers as strong as those of hits
GPR35 antagonists = GPR35 antagonists blocking zaprinast-driven arrestin recruitment, primary screen, imaging, U2OS, beta-arrestin-GFP, zaprinast agonist (AID 2058). U2OS GPR35 beta-arrestin-GFP translocation imaging, zaprinast antagonism; higher % means a stronger effect. inhibition, % at 10 µM, or IC50 in µM where a hit was titrated. 290,000 tested, 0.052% active;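 active = inhibition of at least 50% with at least 30 cells and total cytoplasm GFP at most 10,000,000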
NTR1 agonist = NTR1-driven beta-arrestin-GFP spot formation – imaging, U2OS cells, high content, primary screen (AID 493036) | agonist mode | 330,000 tested, 0.17% active | activation, % at 20 µM | P30989;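 active = activation at or above 40% of the spot to cytoplasm intensity ratio, with at least 20 cells analyzed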;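 note: 0% = DMSO without peptide and 100% = 100 nM NTR1 peptide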
Target sequence (P30989 whole entry, looked up): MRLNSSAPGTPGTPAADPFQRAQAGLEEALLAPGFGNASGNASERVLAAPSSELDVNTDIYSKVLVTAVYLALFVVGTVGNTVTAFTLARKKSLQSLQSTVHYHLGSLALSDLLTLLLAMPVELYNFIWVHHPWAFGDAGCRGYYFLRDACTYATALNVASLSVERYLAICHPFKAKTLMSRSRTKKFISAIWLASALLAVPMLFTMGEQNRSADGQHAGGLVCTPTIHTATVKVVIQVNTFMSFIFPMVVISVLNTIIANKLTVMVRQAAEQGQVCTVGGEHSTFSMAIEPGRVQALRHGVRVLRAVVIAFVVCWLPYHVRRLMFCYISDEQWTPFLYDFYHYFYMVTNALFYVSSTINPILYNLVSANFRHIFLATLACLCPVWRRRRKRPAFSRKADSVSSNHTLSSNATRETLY
KOR beta-arrestin-2 = KOR antagonists, beta-arrestin recruitment, cell-based, luminescence, uHTS (AID 1778). KOR beta-arrestin recruitment, luminescence, antagonist mode; higher % means a stronger effect. inhibition, % at 10 µM; hits with a dose series show IC50 in µM. 290,000 tested, 0.091% active; in the data active = inhibition above about 50%; note: strong numbers were not always called active
GPR55 activation = GPR55 agonists via beta-arrestin recruitment, primary screen, imaging, U2OS cells, beta-arrestin-GFP redistribution (AID 1961); U2OS GPR55 beta-arrestin-GFP redistribution imaging; higher % means a stronger effect; activation, % at 10 µM; hits with a dose series show EC50 in µM; 290,000 tested, 0.048% active;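 active = activation above 40% with more than 50 cells counted in the well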;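 note: U2OS osteosarcoma cells stably expressing GPR55 and beta-arrestin-GFP; plate controls were DMSO negative control for no effect and LPI positive control for full effect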
NOD1 NF-kB reporter = NOD1 signaling inhibitors, primary screen, cell-based, luminescence, uHTS (AID 1578); NOD1-driven NF-kB luciferase reporter cells, luminescence; higher % means a stronger effect; one-dose inhibition, % at 4 µM; EC50 in µM for titrated hits; 290,000 tested, 1% active; in the data active = inhibition mostly above about 36%, no sharp cut-off; inactive = mostly below about 34%;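 note: HEK-293T reporter cells stimulated with the NOD1 agonist gamma-tri-DAP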
NTR1 agonist cell count 20 µM = also measured in NTR1 agonist; calls as there; cell count; measured here: cell count, cytotoxicity flag
Numbers without * were called inactive; . = not tested or not shown; [ ] = another dose, or the depositor's remark. A portion of the library. The share of hits here may be higher or lower than overall.

SMILES	MgcRacGAP inhibition	GPR55 LPI antagonism	K1F lysis inhibition	KOR beta-arrestin-1	GPR35 antagonists	NTR1 agonist	NTR1 agonist cell count 20 µM	KOR beta-arrestin-2	GPR55 activation	NOD1 NF-kB reporter
COC(=O)C1=C(C)NC(=O)C1(NS(=O)(=O)c1ccc(NC(C)=O)cc1)C(F)(F)F (stereo not given)	5%	-11%	5.4%	.	22%	0.6	53	12%	0.2%	20%
O=C(O)c1nc(-c2ccccc2)n(-c2ccccc2)n1	-3%	-13%	0.4%	14%	-7%	-2.3	55	-33%	-0.2%	-9%
CC(C)(C)OC(=O)N[C@@H](Cc1ccccc1)C(=O)N[C@@H](CO)[C@H](O)[C@@H]1C[C@@H]1C(=O)N1CCCC1	0%	-4%	0.0%	-3.7%	5%	-2.0	90	-22%[20 µM]	0.8%	-23%
CC1Nc2ccccc2C(=O)N1NC(=O)c1ccc(Br)cc1 (stereo not given)	6%	-21%	0.5%	9.3%	3%	0.1	65	-163%	0.0%	32%
CCOCCCNS(=O)(=O)c1ccc(OC)c(Cl)c1Cl	7%	-14%	0.2%	3.3%	10%	-0.3	59	-35%	0.1%	-14%
Nc1nc(N)c2cc(Sc3ccc4ccccc4c3)ccc2n1	.	10%	.	7.6%	-18%	14	49	-86%	0.2%	.
NS(=O)(=O)c1ccc(N=Cc2ccc(Br)s2)cc1	5%	5%	2.1%[50 µM]	-2.6%	0%	0.0	30	21%	-0.2%	-25%
CCOC(=O)CNC(=O)c1cc(OC)cc(OC)c1	-5%	-2%	1.1%	-2.1%	-8%	-0.1	48	16%	0.1%	7%
Cc1ccc(-n2nnnc2SCCNS(=O)(=O)c2ccccc2)cc1C	8%	5%	-0.1%	1.4%	5%	4.7	59	-9%	0.3%	3%
COC(=O)c1cc(C(=O)OC)cc(N2C(=O)CC(NNC(=O)c3ccc(C)cc3)C2=O)c1 (stereo not given)	-4%	1%	3.2%[50 µM]	4.5%	-1%	1.6	63	-44%	0.3%	59%
Cc1ccc(OCCn2c(=O)n(C)c3ccccc32)cc1	4%	-2%	0.9%	-2.0%	-10%	2.9	46	-8%	-0.1%	-65%
CCOC(=O)NC(NC(=S)Nc1ccc(OCC)cc1)C(Cl)(Cl)Cl (stereo not given)	10%	3%	2.5%[50 µM]	10%	-10%	1.4	39	1%	-0.1%	-43%
Cc1c2c(c(C)n1C)C(C(=O)NC1CCCCC1)N(Cc1ccccc1)C2=O (stereo not given)	-4%	13%	0.4%	-3.8%	-15%	0.4	48	9%	-0.3%	-12%
COc1cc([N+](=O)[O-])ccc1NC(=O)C[n+]1cccc(C(C)=O)c1	1%	-1%	2.5%	6.5%	-1%	2.4	42	-19%	-0.2%	38%
Cc1cc(C)n(CC2CC(=O)N(c3ccccc3)C2=O)n1 (stereo not given)	-5%	6%	-0.7%	5.1%	-1%	1.7	38	-26%	0.3%	-16%
Cc1[nH]c2ccccc2c1SCc1ccccc1	5%	18%	-2.7%	5.3%	4%	0.2	65	-17%	-0.6%	-38%
CCCCN(CCCC)C(=S)NC(=O)c1ccccc1Cl	5%	11%	1.1%[50 µM]	1.2%	-12%	-0.3	63	24%	-0.2%	26%
CC(C)(C)OC(=O)N1CCC[C@H]1C(=O)Nc1ccc(S(=O)(=O)C(F)F)cc1	5%	6%	0.1%	1.3%	2%	-0.8	45	-21%	0.0%	6%
S=C(NCCN1CCOCC1)Nc1ccc(Cl)cc1	4%	-4%	-6.2%	-3.7%	-9%	0.1	52	16%	0.5%	11%
CC(Oc1cccc(Cl)c1)C(=O)NC1CC(C)(C)NC(C)(C)C1 (stereo not given)	8%	21%	0.0%	2.7%	-6%	0.3	63	-5%	0.3%	-19%
COc1cnn(-c2cccc(C)c2)c(=O)c1Cl	0%	-6%	-0.4%	-0.6%	-4%	0.6	69	-15%[20 µM]	0.7%	-28%
CCS(=O)(=O)Nc1cccc(-c2cc(-c3ccccc3)c3cc(C)ccc3n2)c1	8%	25%	-0.3%[50 µM]	15%	10%	14	63	7%	-0.6%	-3%
CC(C)c1ccc(NC2CCCN(C(=O)c3cccs3)C2)cc1 (stereo not given)	6%	1%	-3.3%	0.7%	12%	2.1	70	-7%	0.3%	-23%
CC12CN(C(=O)c3ccc([N+](=O)[O-])cc3)CC(C)(CN(C(=O)c3ccc([N+](=O)[O-])cc3)C1)C2=O	.	7%	.	.	24%	5.6	44	27%	-0.2%	-2%
CSCCC(NC(=O)c1cc(C(C)(C)C)oc1C)C(=O)O (stereo not given)	2%	-1%	1.8%	-4.1%	18%	-1.5	54	16%	0.8%	-13%
COC(=O)Cc1cccc2c(=O)c3ccccc3oc12	13%	0%	0.1%	5.9%	-4%	0.6	61	6%	-0.1%	-15%
CCOC(=O)c1c(NC(=O)Nc2ccc(C)cc2)sc2c1CCN(C)C2	.	1%	.	3.3%	6%	0.1	56	-7%	0.6%	1%
O=CN1CCN(C(=O)c2ccccc2Cl)CC1	9%	4%	2.3%	-3.0%	-7%	0.3	58	-15%	-0.1%	-1%
N#CC1=C2N=C(N)c3c(sc4c3CCCCC4)N2C2=C(C(=O)CCC2)C1c1ccccc1 (stereo not given)	6%	-4%	0.3%	-2.6%	-6%	8.1	84	-4%	0.0%	-18%
COc1ccc(Cc2c(N)nc(N)nc2N)cc1	10%	-4%	-0.8%	2.6%	16%	-1.4	38	5%	-0.1%	4%
COc1ccc(Nc2nnc(C)c(=O)[nH]2)c(OC)c1	-6%	6%	0.5%	-1.8%	14%	0.7	74	14%	0.3%	-4%
CCC(COC(=O)Nc1cccc(C)c1C)NC(=O)OCC(C)C (stereo not given)	0%	2%	-0.2%	4.9%	5%	1.6	60	-7%	-0.1%	-34%
O=C(C1=C[C@H](c2ccc3c(c2)OCO3)C[C@H](OCCCCO)O1)N1CCN(Cc2ccc3c(c2)OCO3)CC1	6%	4%	-1.0%	0.4%	1%	-1.4	94	8%	-0.2%	25%
CC(=O)c1cccc(NC(=O)CN(C)S(=O)(=O)c2cccc3nsnc23)c1	-11%	-17%	-0.2%	6.9%	-1%	0.8	60	-28%	-0.1%	25%
Cc1cccc(C)c1OCc1nnc(SCC(=O)Nc2ccc(N3CCOCC3)cc2)o1	2%	-16%	-0.1%	-1.4%	1%	4.4	60	-10%	-0.1%	18%
COc1ccc(/C=C/C(=O)O)cc1S(=O)(=O)N1CCC(C)CC1	9%	14%	0.8%	1.6%	5%	-1.4	54	28%	1.2%	-4%
Nc1c(C(=O)c2ccccc2)sc2nsc(SCCN3CCOCC3)c12	.	-7%	.	2.3%	-14%	0.4	48	1%	-0.2%	-3%
COCC(=O)N1CCC(Oc2ccc(C(=O)N3C[C@@H](C)O[C@@H](C)C3)cc2)CC1	7%	18%	0.9%[50 µM]	2.8%	0%	-0.1	54	14%	0.2%	-15%
O=C(NCc1ccc(F)cc1)C1CCCN(c2cnccn2)C1 (stereo not given)	7%	-5%	0.1%	6.1%	6%	-1.1	53	-36%	0.3%	-14%
Cc1ccc(S(=O)(=O)Nc2ccccn2)cc1[N+](=O)[O-]	.	9%	.	-1.8%	2%	-1.2	44	-14%	-0.3%	-22%

Quoted at random: four compounds from above.
SMILES	MgcRacGAP inhibition	GPR55 LPI antagonism	K1F lysis inhibition	KOR beta-arrestin-1	GPR35 antagonists	NTR1 agonist	NTR1 agonist cell count 20 µM	KOR beta-arrestin-2	GPR55 activation	NOD1 NF-kB reporter
Cc1ccc(S(=O)(=O)Nc2ccccn2)cc1[N+](=O)[O-]	.	9%	.	-1.8%	2%	-1.2	44	-14%	-0.3%	-22%
COc1cnn(-c2cccc(C)c2)c(=O)c1Cl	0%	-6%	-0.4%	-0.6%	-4%	0.6	69	-15%[20 µM]	0.7%	-28%
Nc1c(C(=O)c2ccccc2)sc2nsc(SCCN3CCOCC3)c12	.	-7%	.	2.3%	-14%	0.4	48	1%	-0.2%	-3%
CC(C)c1ccc(NC2CCCN(C(=O)c3cccs3)C2)cc1 (stereo not given)	6%	1%	-3.3%	0.7%	12%	2.1	70	-7%	0.3%	-23%

Additional results follow:
SMILES	MgcRacGAP inhibition	GPR55 LPI antagonism	K1F lysis inhibition	KOR beta-arrestin-1	GPR35 antagonists	NTR1 agonist	NTR1 agonist cell count 20 µM	KOR beta-arrestin-2	GPR55 activation	NOD1 NF-kB reporter
O=C(NCCOc1ccccc1)c1n[nH]c(=O)c2ccccc12	1%	6%	8.0%	0.5%	-8%	-0.8	53	-8%	-0.2%	.
C=CCN1c2ccccc2[C@]23C[C@@H](C(=O)OC)N(C(C)=O)C2=NC(C(=O)OC)=C(C(=O)OC)[C@H]13	5%	0%	0.6%	7.4%	4%	0.3	88	-16%	-0.1%	11%
OCc1cn(-c2ccccc2)nc1-c1ccc2c(c1)OCCO2	5%	43%	-0.9%	-1.6%	14%	0.7	51	-38%	-0.1%	-31%
Cc1cc(NC(=O)C(C)SCC(=O)Nc2ccccc2OC(F)F)no1 (stereo not given)	3%	-13%	0.1%	6.5%	-5%	-0.1	66	-47%	-0.2%	39%
Cc1ccc(Nc2ncnc3sc(C)c(C)c23)cc1C	15%	4%	0.4%	-1.8%	4%	2.9	35	22%	-0.2%	-2%
COc1cccc(-c2cc(C(=O)Nc3cc(C)on3)no2)c1	7%	7%	-1.1%	-5.5%	0%	0.1	61	11%	-0.1%	-38%
CCn1c(=N)n(CC(=O)c2ccco2)c2ccccc21	6%	3%	0.4%	-3.5%	2%	-0.7	86	-8%	0.7%	-31%
Cc1cc(NC(=O)c2n[nH]c(=O)c3ccccc23)ccc1Br	.	-10%	0.2%[50 µM]	-0.2%	19%	1.5	60	29%	-0.2%	-5%
COc1ccc(Cc2c(C)nc(N)nc2Cl)cc1	-6%	15%	-0.1%	-1.6%	5%	-2.1	79	-2%	-0.2%	-19%
Cc1ccc(C)c2nc(SCC(=O)NCc3cccs3)c(C#N)cc12	19%	20%	0.3%	1.4%	-13%	-1.6	58	-13%	0.5%	-1%
CC1=C(C(=O)N2CCCC(N3CCN(c4cccc(Cl)c4)CC3)C2)OCCO1 (stereo not given)	8%	8%	3.1%[50 µM]	-2.4%	6%	-0.5	61	9%	-0.1%	-24%
